Screening results (PubChem)
DRD3 antagonist: antagonists of human D3 dopamine receptor; P35462; D3R cells, DiscoveRx beta-arrestin luminescence, antagonist mode; hits give low values; max response, negative = inhibition, %; actives 2.5% (n = 360,000); in the data active = max response below about -50%; inconclusive = no clear call, values can overlap the other calls; note: % is set by controls: 0 for no effect and ±100 for the full control effect; mostly tested at two doses, the higher about 12 µM
Target sequence (P35462 whole entry, looked up): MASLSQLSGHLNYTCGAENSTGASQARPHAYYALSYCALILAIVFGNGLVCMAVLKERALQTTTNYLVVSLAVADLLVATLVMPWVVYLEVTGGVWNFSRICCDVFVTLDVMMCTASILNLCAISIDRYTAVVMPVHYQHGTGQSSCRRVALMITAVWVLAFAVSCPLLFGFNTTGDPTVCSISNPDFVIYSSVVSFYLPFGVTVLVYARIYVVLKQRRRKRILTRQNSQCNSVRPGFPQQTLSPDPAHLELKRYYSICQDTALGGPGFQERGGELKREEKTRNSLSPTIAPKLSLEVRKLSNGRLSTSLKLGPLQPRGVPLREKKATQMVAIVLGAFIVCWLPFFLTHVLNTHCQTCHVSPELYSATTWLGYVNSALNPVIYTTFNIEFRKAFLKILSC
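Cells plated overnight at 1500 cells/well, then exposed to library compounds with dopamine controls for 90 minutes at 37 degrees C. DiscoveRx reagent added for 30–60 minutes at room temperature; luminescence read, quantitative HTS format.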
pAkt inh: blocks phosphorylation of Akt. Neuro2A IGF-stimulated pAkt S473 HTRF, 20 min; hits give low values. activity change, % for hits at 50 µM. actives 0.32% (n = 360,000). AID 651550; in the data active = activity change below about -80%; inconclusive = mostly about -51% to -80%; note: % is set by controls: 0 for no effect and ±100 for the full control effect
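Single-point screen (50 µM final compound) in Neuro2A cells stimulated 20 min with 6 nM IGF at 37 deg C. After lysis, Ser473-phosphorylated Akt read by HTRF (ex 330 nm, em 615/665 nm) as the 665/615 ratio.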
TDP43 rescue: rescues yeast growth from TDP-43 toxicity. TDP-43 expressing yeast growth rescue, BacTiter-Glo, 24 h. Potency, µM (highest dose often 46.1 µM), inactives show top-dose growth rescue (activation), usual class: activators. actives 1.8% (n = 410,000); note: potency is the fitted concentration of half-maximal effect; % of control where 0% means no effect; nearly all actives have a fitted effect of over 50% in size
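In this qHTS, compounds that restore growth of yeast expressing TDP-43 appear as activators. Cells (OD600=0.02, galactose medium, raffinose-pregrown) are incubated with compound 24 hr at 30 deg C and growth is quantified by BacTiter-Glo.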
GLP-1R agonist: activates the human GLP-1 receptor; Potency, µM (titrated, usually from 45.6 µM), for the others: top-dose activation, usual class: activators; AID 624172; P43220; actives 0.007% (n = 380,000); HEK293 GLP-1R CRE-luciferase, luminescence, 4-6 h; cells express a hypersensitive GLP-1R form; note: potency is the fitted concentration of half-maximal effect; % of control where 0% means no effect
Target sequence (P43220 whole entry, looked up): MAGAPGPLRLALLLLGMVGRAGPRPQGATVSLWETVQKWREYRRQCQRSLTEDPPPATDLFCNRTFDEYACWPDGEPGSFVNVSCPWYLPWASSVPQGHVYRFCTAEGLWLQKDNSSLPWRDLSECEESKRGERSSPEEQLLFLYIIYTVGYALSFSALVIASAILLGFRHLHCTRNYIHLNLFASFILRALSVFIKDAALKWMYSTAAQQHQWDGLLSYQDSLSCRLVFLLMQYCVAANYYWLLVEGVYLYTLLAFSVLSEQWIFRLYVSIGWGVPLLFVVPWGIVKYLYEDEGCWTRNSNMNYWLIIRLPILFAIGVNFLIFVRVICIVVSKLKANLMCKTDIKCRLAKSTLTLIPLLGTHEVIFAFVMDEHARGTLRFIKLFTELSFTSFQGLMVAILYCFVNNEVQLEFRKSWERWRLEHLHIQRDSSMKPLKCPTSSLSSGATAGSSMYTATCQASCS
Abeta rescue: compounds reversing amyloid beta toxicity in yeast. yeast expressing A-beta42, growth rescue, OD600, 48 h; response scale: 0% DMSO, 100% iron-clioquinol control. Potency, µM (titrated, usually from 46.1 µM), inactives show top-dose growth rescue, most hits filed as activators. actives 0.063% (n = 410,000); note: potency is the fitted concentration of half-maximal effect; nearly all actives have a fitted effect of over 55% in size
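Yeast A-beta toxicity model in growth medium with pinned compounds, 48 h at 30 C; growth read as absorbance at 600 nm. Normalized to FeCl3/clioquinol equimolar mix (positive) and DMSO (negative).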
FUS suppressor: suppressors of FUS proteinopathy in yeast; S. cerevisiae FUS-expressing, growth rescue, OD600, 24 h; Potency, µM (doses to about 76.6 µM), for the others: at the highest dose growth rescue (activation), hits mostly activators; actives 0.24% (n = 390,000); AID 1347120;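 note: potency is the fitted concentration of half-maximal effect; plate controls were DMSO vehicle for no effect and reference control for full effect; nearly all actives have a fitted effect of over 55% in size; some results filed as inactive show a strong effect at the top dose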
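Cultures pregrown in 2.5% raffinose medium are shifted to minimal medium containing 2% galactose to express toxic FUS. Compounds are tested at several concentrations. After 24hr at 30C, growth is quantified at 600 nm absorbance.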
GLP1R inv ag: acts as inverse agonist at human GLP-1 receptor. HEK293 GLP-1R CRE-luciferase, luminescence, 24 h; GLP-1R form is constitutively active. P43220. Potency, µM (series often up to 38.3 µM), inactives show top-dose activity change, negative = inhibition, actives largely listed as inhibitors. actives 1.6% (n = 410,000); note: potency is the fitted concentration of half-maximal effect; % is set by controls: 0 for no effect and ±100 for the full control effect; nearly all actives have a fitted effect of over 55% in size
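Seeding at 200 cells/uL, 12 h culture, 24 hr compound treatment, then luciferase reagent and a luminescence read; cells are HEK293 stably expressing a constitutively active GLP-1R plus cAMP-responsive luciferase.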
aSyn rescue: alpha-synuclein toxicity inhibition in yeast. actives 0.14% (n = 370,000). Potency, µM (titrated, usually from 46.1 µM), for inactives: at the top dose growth rescue (activation), actives largely listed as activators. Yeast expressing alpha-synuclein, growth rescue, BacTiter-Glo, 24 h. AID 652106; note: potency is the fitted concentration of half-maximal effect; % of control where 0% means no effect; nearly all actives have a fitted effect of over 65% in size
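Readout is rescue of growth in alpha-synuclein-expressing yeast, so inhibitors of toxicity appear as activators. Growth after 24 hr at 30 deg C in galactose medium is quantified by luminescence.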
PTHR1 agonist: agonists of human PTHR1 parathyroid hormone receptor. actives 0.075% (n = 410,000). Potency, µM (highest dose often 115 µM), for the others: at the top dose activation, hits mostly activators. Q03431. HEK293 GP2 PTHR1 cells, GloSensor cAMP luminescence, 1 h; note: potency is the fitted concentration of half-maximal effect; nearly all actives have a fitted effect of over 55% in size; some results filed as inactive show a strong effect at the top dose; inactives centre near -15; many of its hits are not listed in these tables
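HEK-293-derived GP2 cells expressing PTHR1 and a GloSensor cAMP reporter, 3,000/well, plated overnight, given luciferin plus IBMX (each 0.5 mM as added) for 1 h at 37 °C, then compound for 1 h at 37 °C. Luminescence was read after 15 min at room temperature.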
Active calls of the source: *; i = inactive; ? = inconclusive; / = no result given; [ ] = remark or other dose. Unless noted, calls come from the whole dose curve; as a rule, active = well fitted curve in the direction sought with a large enough effect; inconclusive = small, poorly fitted or top-dose-only effect, or another doubt; inactive = no such curve, though single readings can be large; an effect the other way counts as inactive or inconclusive.

SMILES	DRD3 antagonist	pAkt inh	TDP43 rescue	GLP-1R agonist	Abeta rescue	FUS suppressor	GLP1R inv ag	aSyn rescue	PTHR1 agonist
Cc1ccc(Oc2cc(NC(=O)CCCn3nc([N+](=O)[O-])cc3C)cc([N+](=O)[O-])c2)cc1	?	i	13%	5%	5%	/	?	7%	-15%
O=C(COC(=O)c1cc(S(=O)(=O)N2CCOCC2)ccc1F)NC1CC1	0	i	-14%	0%	-2%	0%	-4%	-7%	i
O=C(NCCS(=O)(=O)N1CCN(c2cccc(Cl)c2)CC1)c1ccco1	5	i	22%	14%	10%	-8%	-14%	10%	i
COc1ccc(Nc2oc(COc3ccccc3OC)nc2C#N)cc1	-14	i	-4%	0%	2%	16%	?	1%	-69%[inhibitor]
COc1cc([N+](=O)[O-])ccc1N/C=C/C(=O)c1cccs1	13	i	-9%	-15%	2%	26%	-37%	-3%	-18%[57.5 µM]
CC(C)(C)OC(=O)N1CCC[C@H]1C(=O)N/N=C/c1ccc2ncccc2c1	3	i	4%	2%	13%	-4%	29%	1%	i
COc1ccc(CCNC(=O)CSc2ccc(-c3ccco3)nn2)cc1OC	42	i	/	0%	12%	3%	20%	2%	i
CCOc1ccc(C(=O)NC2CC(C)(C)NC(C)(C)C2)cc1	6	i	15%	-7%	-2%	-4%	-2%	0%	i
CC(C)Cn1c(=O)c2c(nc3n2CCCN3Cc2ccccc2)n(C)c1=O	6	i	13%	12%	-16%	20%	?	1%	-95%[inhibitor]
Cc1ccc(-n2c(=O)[nH]c3cc(C(=O)NC4CCN(Cc5ccccc5)CC4)ccc3c2=O)cc1	-93*	i	20%	-11%	10%	16%	6%	3%	i
CCOc1ccccc1CN1CCN(Cc2ccc3cccc(OC)c3n2)CC1CCO (configuration not stated)	-19	i	-21%	6%	0%	11%	-11%	-6%	7%
COC(=O)c1ccc(NS(=O)(=O)c2ccccc2)o1	8	i	-5%[9.22 µM]	-1%	-1%	-16%	-2%[7.66 µM]	-6%	i
CC(C)C(=O)OC1CCS(=O)(=O)c2sccc21 (configuration not stated)	10	i	-6%[0.397 µM]	4%	2%	7%	20%	-7%	-9%
COc1ccc(S(=O)(=O)N2Cc3ccccc3CC2C(=O)N2CCOCC2)cc1 (configuration not stated)	8	i	-8%	-1%	10%	-7%	12%	1%	i
CCc1ccc2[nH]c(C(=O)Nc3ccc(Br)c(C)n3)cc2c1	-7	i	-1%	-5%	-3%	-7%	14%	-2%	-35%[inhibitor]
Cc1ccc(C(=O)OCC(=O)Nc2ccc(S(N)(=O)=O)cc2)c(O)c1	-13	i	6%	-6%	0%	8%	3%	-2%	-6%
C/C(=N/NC(=O)CSCc1ccc(Cl)cc1)c1cccc(NC(=O)c2ccccc2)c1	33	i	5%	0%	6%	-24%	-4%	0%	-2%[57.5 µM]
CCC1(C)CC(=O)N(c2ccc(C(=O)O)c(O)c2)C1=O (configuration not stated)	18	-114%*	21%	-22%	0%	-17%	10%	-4%	i
CC(=O)O[C@@H]1C[C@H](c2ccccc2)OC(=O)CCCCC1=O	0	i	-2%	3%	-20%	-11%	22%	1%	27%
N#Cc1c(Nc2ccccc2)[n+]([O-])c2ccc(Cl)cc2[n+]1[O-]	-55*	i	?	1%	-21%	/	-20%	3%	i
O=C(COC(=O)CCc1ccccc1)NCc1ccc2c(c1)OCO2	-1	i	15%	5%	1%	-11%	1%	14%	i
CCC(CO)NCC#Cc1ccccc1 (configuration not stated)	-5	i	-2%	-1%	-7%	9%	?	-4%	-5%
O=C(NN1CCOCC1)c1cc(-c2ccc(Br)s2)nc2ccccc12	12	i	16%	0%	-1%	-8%	1%	3%	i
CC(C)Cn1c(O)c(/C=C2\C=NN=C2c2ccccc2)sc1=S	-15	i	7%	7%	7%	20%	?	-1%	i

The list goes on, overlapping the part above by 5 compounds.
SMILES	DRD3 antagonist	pAkt inh	TDP43 rescue	GLP-1R agonist	Abeta rescue	FUS suppressor	GLP1R inv ag	aSyn rescue	PTHR1 agonist
N#Cc1c(Nc2ccccc2)[n+]([O-])c2ccc(Cl)cc2[n+]1[O-]	-55*	i	?	1%	-21%	/	-20%	3%	i
O=C(COC(=O)CCc1ccccc1)NCc1ccc2c(c1)OCO2	-1	i	15%	5%	1%	-11%	1%	14%	i
CCC(CO)NCC#Cc1ccccc1 (configuration not stated)	-5	i	-2%	-1%	-7%	9%	?	-4%	-5%
O=C(NN1CCOCC1)c1cc(-c2ccc(Br)s2)nc2ccccc12	12	i	16%	0%	-1%	-8%	1%	3%	i
CC(C)Cn1c(O)c(/C=C2\C=NN=C2c2ccccc2)sc1=S	-15	i	7%	7%	7%	20%	?	-1%	i
CC(O)c1cccc(NC(=O)C2CCCCC2)c1 (configuration not stated)	9	i	20%	-7%	-2%	-34%	10%	0%	-18%
Cc1nc(Nc2ccc(Cl)cc2)cc(-c2ccccc2)n1	/	/	?	/	-11%	10%	?	/	-3%
Cc1nn(-c2ccccc2)c(C)c1/C=C/C(=O)OCC(=O)Nc1ncc(C(F)(F)F)cc1Cl	-4	i	10%	2%	0%	/	-18%	-2%	i
Cc1noc(C)c1C(=O)Nc1nnc(-c2ccccc2)s1	-17	i	-7%	3%	7%	-6%	2%	-7%	i
CCCCCCn1c(N(CC)CC)nc2c1c(=O)[nH]c(=O)n2C	21	i	13%	?	-6%	?	20%	4%	-17%[57.5 µM]
O=C(NNC(=S)Nc1ccccc1)c1ccco1	?	i	4%	1%	-14%	-3%	3%	-5%	i
CN(C(=O)c1cccc(NC(=O)Cc2ccc(NC(=O)C3CCN(S(=O)(=O)c4cccc([N+](=O)[O-])c4)CC3)cc2)c1)C1CCCCC1	0	i	2%	1%	-3%	?	-8%	-1%	10%
Cc1cc(CNC(=O)COc2ccccc2)c2ccccc2n1	15	i	19%	15%	-5%	3%	9%	-5%	-11%
Nc1ccc2c(O)cc(S(=O)(=O)O)cc2c1	-16	i	-6%	-1%	?	16%	?	8%	-5%
CC(=O)Nc1ccc(S(=O)(=O)N2CCC(NC(=O)C(Cc3cccc(F)c3)NC(C)=O)CC2)cc1 (configuration not stated)	8	i	-5%	2%	6%	26%	17%	1%	i
CCCn1c(N)c(N(CCOC)C(=O)CSCC(=O)Nc2cccc(C)c2)c(=O)[nH]c1=O	6	i	17%	-11%	2%	-5%	10%	-4%	-23%
O=C1C2C3C=CC(C4CC34)C2C(=O)N1c1cccc2ccccc12 (configuration not stated)	-7	i	?	-3%	15%	7%	-19%	0%	-18%
Cc1cc(N2CCN(C)CC2)nc(=S)[nH]1	-81*	i	-7%	5%	6%	0%	16%	0%	-15%
FC(F)(F)c1ccccc1NC(=S)N1CCN(c2ccccn2)CC1	10	i	15%	-3%	13%	-18%	?	0%	-33%[inhibitor]
O=c1c2sccc2n(Cc2ccc(F)cc2)c(=O)n1-c1ccc(F)cc1	0	i	25%	-14%	5%	/	-1%	6%	i
COC(=O)c1c(N2C(=O)[C@H]3[C@@H](C2=O)[C@]2(C(=O)Nc4c2ccc(C)c4C)N2CCC[C@@H]32)sc(C)c1C	?	i	1%	13%	-15%	/	?	11%	i
CCOC(=O)c1cccc(P(=O)(C(C)(C)C)C(C)(C)C)c1	-2	i	-9%	-1%	-2%	/	-11%	0%	-1%
O=C(NCCCN1CCCC1=O)c1csc2ccccc12	-5	i	-19%	-13%	10%	22%	10%	-1%	-2%[57.5 µM]
Cc1cc(Br)c2c(c1)/C(=C/C(=O)c1cccs1)C(=O)N2	-5	i	-21%[9.22 µM]	1%	-14%	12%	-23%[7.66 µM]	10%	-31%[inhibitor]
CCc1cccc(C)c1NC(=O)CN(C)S(=O)(=O)c1cccc2nsnc12	/	/	8%	/	-13%	-17%	-14%	/	i
CCc1cccc(CC)c1NC(=O)C1CC(=O)N(c2ccc3c(c2)OCCO3)C1 (configuration not stated)	-15	i	?	-7%	6%	48%	0%	2%	i
CCCNC(=O)C(=O)NCC1CCCN1CC (configuration not stated)	8	i	15%	4%	1%	-23%	14%	5%	i
Cc1ccc(NC(=O)COc2ccc(Br)cc2C)cc1	15	i	-20%	20%	17%	-5%	-17%	2%	i
Cc1ccccc1NC(=O)C1Cc2ccccc2CN1C(=O)OCc1ccccc1 (configuration not stated)	-12	i	-3%	7%	14%	20%	?	9%	-11%

An excerpt; count on the stated rates, not on these rows.
